# Compound activity deposited in PubChem BioAssay by National Center for Advancing Translational Sciences (NCATS).
# USP1 inh = Inhibitors of USP1/UAF1: Primary Screen | Ubiquitin carboxyl-terminal hydrolase 1 (Homo sapiens), O94782 | AID 743255, 2014 | Potency, µM (titrated, usually from 57.1 µM), for inactives: at the top dose activity change, negative = inhibition, hits mostly inhibitors | hit rate 0.23% among 390,000 | recombinant USP1/UAF1, Ub-Rhodamine cleavage fluorescence; also: potency is read from the fitted curve at half-maximal effect; % is scaled to controls: 0 for no effect and ±100 for the full control effect; nearly all actives have a fitted effect of over 60% in size; inactives centre near -12
#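 Step one: compound is pinned into 1nM USP1/UAF1 in HEPES pH 7.8 buffer with TCEP. Step two: 15 min room-temperature incubation. Step three: Ub-Rho (150nM final) starts cleavage, tracked by fluorescence over six one-minute reads.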
# TrxR1 substrate = qHTS Assay for Substrates of Mammalian Selenoprotein Thioredoxin Reductase 1 (TrxR1): qHTS | Thioredoxin reductase 1, cytoplasmic (Rattus norvegicus), O89049 | Potency, µM (titrated, usually from 114 µM), for the others: top-dose activity change, negative = substrate turnover | hit rate 0.01% among 390,000 | purified TrxR1 substrate turnover, NADPH consumption readout | AID 588456, 2011; also: potency is read from the fitted curve at half-maximal effect; % is scaled to controls: 0 for no effect and ±100 for the full control effect; nearly all actives have a fitted effect of over 50% in size
#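 Rat TrxR1, dispensed at 90 nM, was prereduced with 400 uM NADPH (final) for 5 min at ~22 deg C, then incubated with compound 15 min before 400 uM selenite. A first-read NADPH fluorescence drop versus no-compound background flagged substrates.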
# Pin1 inhibitor = qHTS Assay to Find Inhibitors of Pin1; Pin1 FP peptide displacement, HiFluor488, 10 min; Peptidyl-prolyl cis-trans isomerase NIMA-interacting 1 (Homo sapiens), Q13526; hit rate 0.009% among 390,000; Potency, µM (doses to about 115 µM), for inactives: top-dose activity, negative = inhibition, actives largely listed as inhibitors; active = well fitted inhibition curve with a large enough effect in the polarisation, with a control signal flat, not every such curve was filed as active; inconclusive = small, poorly fitted or top-dose-only effect, or effect the other way, or a change in a side signal; inactive = no such curve, though single readings can be large or run the other way; the % refers to the polarisation; also: potency is read from the fitted curve at half-maximal effect; % is scaled to controls: 0 for no effect and ±100 for the full control effect
# Target sequence (Q13526 whole entry, looked up): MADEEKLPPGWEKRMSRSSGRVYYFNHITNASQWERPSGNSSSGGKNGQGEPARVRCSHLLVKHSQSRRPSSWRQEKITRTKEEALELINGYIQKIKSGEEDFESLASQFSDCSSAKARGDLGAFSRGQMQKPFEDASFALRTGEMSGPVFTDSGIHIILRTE
# TrxR1 inh = qHTS Assay for Inhibitors of Mammalian Selenoprotein Thioredoxin Reductase 1 (TrxR1): qHTS. recombinant rTrxR1, NADPH fluorescence consumption, selenite substrate. hit rate 1% among 390,000. Potency, µM (doses to about 114 µM), without a hit: at the highest dose activity change, negative = inhibition, usual class: inhibitors. Thioredoxin reductase 1, cytoplasmic (Rattus norvegicus), O89049; also: potency is read from the fitted curve at half-maximal effect; % is scaled to controls: 0 for no effect and ±100 for the full control effect; nearly all actives have a fitted effect of over 65% in size
#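 Rat TrxR1 (90 nM in the dispensed reagent) was pre-reduced with 400 uM NADPH for 5 min at room temperature, then incubated with compound for 15 min. After 400 uM selenite was added, NADPH fluorescence (Ex 340/Em 450 nm) was followed for 8 min.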
# mIDH1 inhibitor = qHTS for Inhibitors of mutant isocitrate dehydrogenase 1 (IDH1): qHTS | Isocitrate dehydrogenase [NADP] cytoplasmic (Homo sapiens), O75874 | IDH1-R132H enzyme, NADPH consumption, diaphorase/resazurin fluorescence | Potency, µM (doses to about 76.6 µM), for inactives: top-dose activity change, negative = inhibition, hits mostly inhibitors | hit rate 0.093% among 390,000; also: potency is read from the fitted curve at half-maximal effect; % is scaled to controls: 0 for no effect and ±100 for the full control effect; nearly all actives have a fitted effect of over 65% in size
#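 IDH1-R132H (0.5 ug/mL dispensed) in pH 7.5 Tris buffer was preincubated 30 min with compound, then given a substrate mix of 0.016 mM NADPH and 2 mM alpha-KG for 80 min at room temperature; remaining NADPH was read by diaphorase/resazurin fluorescence.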
# PI4K2A block = qHTS for small molecular inhibitors of PI4K2A; Phosphatidylinositol 4-kinase type 2-alpha (Homo sapiens), Q9BTU6; purified PI4K2A, ADP-Glo luminescence, 1 h; stronger effect = lower value; activity change, negative = inhibition, % at 76.9 µM; hit rate 0.13% among 420,000; AID 1346378, 2018; in the data active = activity change below about -50%; inconclusive = mostly about -30% to -49%;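 also: -100% = wells without enzyme as full effect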
# Target sequence (Q9BTU6 whole entry, looked up): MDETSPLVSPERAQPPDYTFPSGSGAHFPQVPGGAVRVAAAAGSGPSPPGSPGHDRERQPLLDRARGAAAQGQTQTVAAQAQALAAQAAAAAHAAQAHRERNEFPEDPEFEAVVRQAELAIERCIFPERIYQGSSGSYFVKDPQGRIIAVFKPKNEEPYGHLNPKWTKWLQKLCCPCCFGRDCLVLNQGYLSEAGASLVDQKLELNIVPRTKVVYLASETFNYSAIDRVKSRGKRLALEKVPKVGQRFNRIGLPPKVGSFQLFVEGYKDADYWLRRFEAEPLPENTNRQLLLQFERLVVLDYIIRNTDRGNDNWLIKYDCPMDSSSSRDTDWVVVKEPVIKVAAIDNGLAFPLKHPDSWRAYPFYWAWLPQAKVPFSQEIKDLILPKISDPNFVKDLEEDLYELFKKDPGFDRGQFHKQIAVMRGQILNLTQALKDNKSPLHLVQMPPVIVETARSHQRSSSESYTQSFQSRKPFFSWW
#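 PI4K2A activity was measured by ADP-Glo luminescence: enzyme (4 ug/mL stock) and phosphatidylinositol (1.2 mM stock) in Tris pH 7.5/MgCl2/EGTA/Triton X-100 buffer were reacted with ATP (300 microM stock) for one hour at ambient temperature.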
# HP1b binding inh = HTS for Inhibitors of HP1-beta Chromodomain Interactions with Methylated Histone Tails; Chromobox protein homolog 1 (Homo sapiens), P83916; AlphaScreen HP1-beta / biotin-H3K9me3 peptide binding; Potency, µM (highest dose often 114 µM), without a hit: at the top dose activity change, negative = inhibition, most hits filed as inhibitors; hit rate 0.56% among 390,000; also: potency is read from the fitted curve at half-maximal effect; nearly all actives have a fitted effect of over 70% in size; inactives centre near 23
# Target sequence (P83916 whole entry, looked up): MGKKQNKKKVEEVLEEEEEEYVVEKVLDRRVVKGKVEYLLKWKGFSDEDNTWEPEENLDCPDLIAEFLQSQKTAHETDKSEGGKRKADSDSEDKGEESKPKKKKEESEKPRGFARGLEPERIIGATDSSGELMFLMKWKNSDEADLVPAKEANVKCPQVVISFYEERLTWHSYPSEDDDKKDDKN
#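 AlphaScreen: HP1-beta (50 nM) preformed 30 min with biotin-H3(1-18)K9me3 peptide (50 nM) in PBS pH 7.4, 0.01% Tween-20. Compound added for 30 min at RT, then streptavidin donor/nickel chelate acceptor beads (10 ug/mL) for 30 min.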
# GLS inhibitor = qHTS for Inhibitors of Glutaminase (GLS); Glutaminase kidney isoform, mitochondrial (Homo sapiens), O94925; GLS enzymatic activity, qHTS titration; Potency, µM (top dose mostly 45.5 µM), without a hit: top-dose activity change, negative = inhibition, actives largely listed as inhibitors; hit rate 0.21% among 410,000; AID 624170, 2012; also: potency is read from the fitted curve at half-maximal effect; % is scaled to controls: 0 for no effect and ±100 for the full control effect
#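 Assay buffer: 45 mM KH2PO4 pH 8.2, 0.02% Tween-20. hKGA acts on L-glutamine (1 mM solution added); product glutamate is reported by an oxidase/peroxidase Amplex Red coupling, with fluorescence taken at baseline and 30 min.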
# PGK inhibitor = qHTS Assay to Find Inhibitors of Phosphoglycerate Kinase. Phosphoglycerate kinase, glycosomal (Trypanosoma brucei brucei), P07378. Potency, µM (series often up to 57.5 µM), without a hit: at the highest dose activity change, negative = inhibition, actives largely listed as inhibitors. AID 602233, 2012. hit rate 0.043% among 380,000. PGK/GAPDH coupled, Kinase-Glo luminescence, 60 min; also: potency is read from the fitted curve at half-maximal effect; % is scaled to controls: 0 for no effect and ±100 for the full control effect; nearly all actives have a fitted effect of over 60% in size
#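 Recombinant glycosomal PGK reaction used 1,3-bisphosphoglycerate generated in-well by GAPDH (100nM final) in 100mM TEA pH 7.6, 5mM MgCl2, 0.01% Tween-20. After 60 minutes at room temperature, ATP was read by Kinase-Glo Plus luminescence end-point.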
# Numbers without * were called inactive; i = inactive; u = inconclusive; x = not tested or not shown; [ ] = remark or other dose. Unless noted, calls follow the shape of the dose curve; as a rule, active = well fitted curve in the direction sought with a large enough effect; inconclusive = small, poorly fitted or top-dose-only effect, or another doubt; inactive = no such curve, though single readings can be large; an effect the other way counts as inactive or inconclusive.
# Second line of a record: PGK inhibitor | PI4K2A block | TrxR1 inh | USP1 inh | mIDH1 inhibitor | Pin1 inhibitor | TrxR1 substrate | GLS inhibitor | HP1b binding inh
> Cc1ccc(-c2nnc(SCc3ccccc3)o2)cc1
    11% | 0 | 21%[57.1 µM] | -4% | -11% | -8% | 0%[57.1 µM] | -10% | 71%[activator]
> CCOC(=O)CSc1nc(-c2ccc(C)cc2C)cc(-c2ccccc2)c1C#N
    7% | -7 | 13% | -14% | -4% | 8% | 18% | 5% | 222%[activator]
> Cc1ccc(NC(=O)CSc2ncn[nH]2)cc1S(=O)(=O)N1CCOCC1
    0% | 0 | 24% | -11% | -6% | 4% | 2% | 12% | 29%
> CCN(CC)CCNC(=O)/C(=C/c1cn(C)c2ccccc12)NC(=O)c1ccc(OC)c(OC)c1
    -5% | 4 | 9% | -22% | -11% | -4% | -4% | -1% | -20%
> CCN(CC)c1ccc(N/C(N)=N/c2nc(C(F)(F)F)cc(=O)[nH]2)cc1
    -9% | 2 | 11% | -12% | 7% | -3% | 0% | 27% | 7%
> CCC(CC)N1CCN(C(=O)c2cc(OC)c(OC)c(OC)c2)CC1
    -1% | 1 | 3% | 3% | 15% | -1% | -1% | 8% | u
> CCCCCSc1ncnc2c1sc1nc(N3CCOCC3)c3c(c12)CCCC3
    5% | -2 | 21% | -8% | -6% | -3% | 2% | -1% | 34%[activator]
> Cc1cc(C(=O)NC(=S)Nc2ccccc2N2CCOCC2)ccc1[N+](=O)[O-]
    -4% | 0 | -4% | -23% | -2% | -2% | -5% | 19% | u
> Cc1ccccc1NC(=O)c1cccc(N2C(=O)C3CCCCC3C2=O)c1 (centres undefined)
    i | 2 | 10% | -10% | 0% | -5% | 6% | 13% | 27%
> CCCCn1c(SCC(=O)OCC)nc2c(sc(=S)n2-c2ccccc2OC)c1=O
    i | 1 | 17%[57.1 µM] | -24% | -4% | 7% | 9%[57.1 µM] | -13% | 18%
> CC(C)CC(COCc1ccc(Cl)cc1)N1CCN(C(=O)c2ccc(C(F)(F)F)cc2)CCC1=O (centres undefined)
    -10% | -3 | 8% | u | 19% | 3% | -2% | 2% | 64%[activator]
> COC(=O)C(CCSC)NC(=O)c1cn(-c2ccc(OC)cc2)c(=O)c2ccccc12 (centres undefined)
    6% | 2 | 10% | -7% | 1% | 5% | 1% | 4% | 14%
> COc1ccc2c(CCNC(N)=S)c[nH]c2c1
    -6% | -3 | 13%[57.1 µM] | -8% | 9% | 0% | 3%[57.1 µM] | 31% | -18%
> CCC(C)NC(=O)C1c2ccccc2C(=O)N1Cc1ccc(F)cc1 (centres undefined)
    8% | 0 | 18% | -20% | 2% | 4% | 6% | -1% | 8%
> CCn1c(N2CCN(C(c3ccccc3)c3ccccc3)CC2)nc2c1c(=O)[nH]c(=O)n2C
    -12% | -3 | 6% | -9% | 16% | 5% | 4% | -2% | 22%

# Next section; the last three above are carried over.
# Second line of a record: PGK inhibitor | PI4K2A block | TrxR1 inh | USP1 inh | mIDH1 inhibitor | Pin1 inhibitor | TrxR1 substrate | GLS inhibitor | HP1b binding inh
> COc1ccc2c(CCNC(N)=S)c[nH]c2c1
    -6% | -3 | 13%[57.1 µM] | -8% | 9% | 0% | 3%[57.1 µM] | 31% | -18%
> CCC(C)NC(=O)C1c2ccccc2C(=O)N1Cc1ccc(F)cc1 (centres undefined)
    8% | 0 | 18% | -20% | 2% | 4% | 6% | -1% | 8%
> CCn1c(N2CCN(C(c3ccccc3)c3ccccc3)CC2)nc2c1c(=O)[nH]c(=O)n2C
    -12% | -3 | 6% | -9% | 16% | 5% | 4% | -2% | 22%
> Cc1cccc(Cc2cnc(NC(=O)c3ccc(C)o3)s2)c1
    -4% | 1 | -20% | -22% | 9% | 23% | 1% | -9% | 35%
> C[C@H](CO)N1C[C@H](C)[C@@H](CN(C)Cc2ccccc2)Oc2c(NS(=O)(=O)c3ccccc3)cccc2C1=O
    i | -2 | -12% | -34% | 13% | 4% | -2% | 2% | 52%[activator]
> CCOC(=O)Cc1csc(NC(=O)c2sc3nc4cc(C)ccc4cc3c2N)n1
    13% | 5 | 7% | -7% | 9% | u | -4% | 12% | 3%
> CC(=O)N1CCc2cc(S(=O)(=O)CCC(=O)Nc3c(C)n(C)n(-c4ccccc4)c3=O)ccc21
    -6% | -2 | 6% | -22% | -9% | 0% | 2% | 3% | 26%
> Cc1cccnc1NC(=O)Nc1cccc(Cl)c1
    -2% | 1 | 3%[57.1 µM] | 5% | -1% | -4% | -4%[57.1 µM] | 1% | 21%
> COc1cccc(CNc2ccc(N3CCCCC3)cc2)c1OC
    i | -10 | u | u | 12% | 3% | -4%[57.1 µM] | -17% | 40µM*
> COc1ccc(Cn2c(C(=O)O)c(CNCc3ccccc3F)c3ccc(OC)cc32)cc1
    x | 0 | -16% | -2% | x | 0% | -7% | 4% | 28%
> O=[N+]([O-])c1cccc(S(=O)(=O)N2CCCC2)c1
    i | -1 | -4% | -19% | 7% | 1% | -4% | 2% | 22%
> Nc1nonc1-n1nnc(C(=O)N/N=C/c2ccccn2)c1CNc1ccccc1
    i | 0 | 14% | -11% | -5% | 0% | -7% | 13% | 27%
> COC(=O)c1ccc(COc2cccc3c2CCN(Cc2ccccc2)C3=O)o1
    i | 0 | -2% | -24% | -2% | 9% | -7% | -9% | 28%
> OCCNCc1cc(Br)ccc1OCc1ccccc1Cl
    0% | -7 | -15% | -18% | 2% | -2% | -4% | 4% | 10%
> O=C(O)CNC(=O)C(Cc1ccccc1)NC(=O)OCc1ccccc1 (centres undefined)
    4% | -22 | 4%[57.1 µM] | -1% | -7% | -4% | 6%[57.1 µM] | 14% | 40%[activator]
> COc1cc(CN2CCCC(C(=O)c3ccccc3SC)C2)cc(OC)c1 (centres undefined)
    -3% | 8 | 13% | -12% | 13% | -3% | 2% | -7% | 5%
> Cc1cccc(C)c1-n1cccc1/C=C1\SC(=S)N(c2cccc(C(=O)O)c2)C1=O
    -10% | -29 | 13%[57.1 µM] | u | 1% | x | -18%[57.1 µM] | -14% | u
> CSc1ccccc1NC(=O)COc1ccc(Cl)cc1C
    -13% | 2 | -11% | -21% | 2% | -2% | -14% | 9% | 180%[activator]
> O=Nc1ccc(NOC(=O)c2ccccc2)cc1
    -15% | u | u | -8% | -3% | 5% | -6% | 31% | 3%
> Cc1ccccc1-c1nc(SCC(=O)NCc2ccc(F)cc2)c2c(=O)n(C)c(=O)n(C)c2n1
    x | 0 | 9%[57.1 µM] | -29% | x | u | -1%[57.1 µM] | 11% | 14%[57 µM]
> O=S(=O)(c1cccc(C(F)(F)F)c1)N1CCC(c2cc(-c3cccc4ccccc34)n[nH]2)CC1
    7% | -2 | 20% | -14% | -10% | -2% | -4% | 126%[activator] | -1%
> NCCCNC(=S)NCCCN(Cc1ccc(Cl)cc1)c1ccc(Br)cn1
    x | 0 | 11% | x | x | 4% | 6% | 15% | -8%
> Cc1cccc(CS(=O)(=O)c2cn(CC(=O)N3CCOCC3)c3ccccc23)c1
    -10% | 0 | -3% | -20% | 12% | -1% | -7% | -4% | 50%[activator]
> COc1ccc(OC)c(C2=NOC(C(=O)N3CCN(c4ccccc4)CC3)C2)c1 (centres undefined)
    4% | -3 | -4%[57.1 µM] | -9% | 14% | u | 2%[57.1 µM] | 11% | 14%
> CSc1ccc(-c2nc3ccc(C)cn3c2Nc2ccccc2C)cc1
    i | -1 | 27% | -29% | 6% | -3% | 10% | 5% | 63%[activator]
> Oc1cc(O)cc(/C=C/c2ccc(O)c(O)c2)c1
    u | -53* | u | 14% | -2% | -4% | 76%[activator][57.1 µM] | u | 16µM*
> COc1ccccc1OCCNC(=O)c1cccc(S(=O)(=O)N2CC(C)OC(C)C2)c1 (centres undefined)
    -8% | -3 | -16% | 0% | 0% | 0% | -3% | 5% | 18%
> CCCNC(=O)c1ccc(N2CCC3(CC2)CC(c2ccccc2)=NO3)c(NC(=O)c2ccco2)c1
    5% | 1 | 17%[57.1 µM] | 21% | -9% | u | -9% | 7% | 18%
> Cc1ccc2cc(CCNC(=O)c3ccc4c(c3)OCO4)c(=O)[nH]c2c1C
    -7% | -7 | 9% | -20% | 0% | 1% | 4% | -2% | 47%[activator]

# Not all compounds are listed (hit frequency here may not be typical).
